Screens (PubChem BioAssay)
RPL19A TOR yeast: modulators of TOR pathway RPL19A-GFP in S. cerevisiae; S. cerevisiae RPL19A-GFP strain, flow cytometry, 3 h; hits give low values; percent response vs DMSO, % at 10 µM; 330,000 tested, 0.3% active; AID 2025;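 active means percent response vs DMSO below 50%; inconclusive means fewer than 70 events counted for the yeast strain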;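 further: median channel GFP fluorescence of the barcoded RPL19A-GFP strain; ratio of sample median GFP to plate DMSO average so 100% = DMSO; lower means less RPL19A-GFP as with rapamycin TOR inhibition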
GASC-1 inh: human JMJD2C demethylase inhibition | GST-JMJD2C(1-420) H3K9me3 demethylation, DELFIA europium | inhibition, % at 2.35 µM | AID 2099 | 330,000 tested, 0.069% active | Q9H3R0;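 active means more than half of a compound's replicate wells show inhibition beyond 50%, single wells judged on their own value; inconclusive means some, but no more than half, of replicates pass 50% inhibition; inactive means no replicate passes 50% inhibition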;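 further: signal counts dimethyl H3K9 product captured on neutravidin plate; 0% = median of DMSO wells and 100% = 0.3 times that DMSO median; strong numbers were not always called active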
Target sequence (Q9H3R0 1-420 limits assumed): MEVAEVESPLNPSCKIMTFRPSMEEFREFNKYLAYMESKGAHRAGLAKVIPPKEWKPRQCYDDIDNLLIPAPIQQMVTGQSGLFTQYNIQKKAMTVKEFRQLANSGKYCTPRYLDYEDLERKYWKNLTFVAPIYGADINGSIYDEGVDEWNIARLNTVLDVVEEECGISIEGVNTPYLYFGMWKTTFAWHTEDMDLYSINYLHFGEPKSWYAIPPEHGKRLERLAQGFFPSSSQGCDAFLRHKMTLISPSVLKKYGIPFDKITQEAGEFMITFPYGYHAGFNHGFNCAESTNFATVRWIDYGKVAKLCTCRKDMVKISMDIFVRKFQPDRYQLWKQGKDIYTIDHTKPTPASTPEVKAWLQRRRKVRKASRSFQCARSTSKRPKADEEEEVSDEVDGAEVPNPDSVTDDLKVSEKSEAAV
VLA-4 inh: inhibition in a human VLA-4 binding assay | P13612 | VLA-4 expressing cells, ligand binding flow cytometry | inhibition, % (about 7 µM as worked out from the volumes in the protocol) | 330,000 tested, 0.2% active; in the data active means inhibition above about 50%
AGP1-GFP MLPCN: alters AGP1-GFP fluorescence in TOR pathway yeast screen; 320,000 tested, 0.02% active; GFP response vs DMSO, % at 10 µM; S. cerevisiae AGP1-GFP multiplex flow cytometry, 3 h; GFP as percent of DMSO wells;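 active means GFP response relative to DMSO above a set limit, near screen average plus 3 SD, cut at about 150% in these data; inconclusive means fewer than 70 cells counted for the yeast strain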;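 further: median GFP channel fluorescence of the gated AGP1 strain per well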
GRK2 aptamer HTS: human GRK2 inhibition via aptamer displacement; P25098; bead flow cytometry, FAM-aptamer displacement from GRK2; inhibition of aptamer binding, % at 10 µM; 330,000 tested, 0.59% active; AID 488847;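 active means inhibition of aptamer binding above 40%, roughly 3 SD of noise, on plates passing a quality check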;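 further: median bead fluorescence of bound FAM aptamer so fluorescent compounds give negative values; no value below 0 was filed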
MEP2 TOR yeast: alters MEP2-GFP fluorescence in TOR pathway yeast screen; S. cerevisiae MEP2-GFP strain, flow cytometry GFP, 3 h; 100% = DMSO control level; GFP response vs DMSO, % at 10 µM; 330,000 tested, 0.51% active; AID 2016;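 active means GFP response versus DMSO above a set limit, roughly screen mean plus 3 SD, cut at about 180% in these data; inconclusive means fewer than 70 cells counted for a yeast strain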;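 further: median GFP fluorescence of the barcode-gated MEP2-GFP cells per well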
CIT2 TOR yeast: modulators of TOR pathway CIT2-GFP in S. cerevisiae; AID 2029; 320,000 tested, 0.065% active; S. cerevisiae CIT2-GFP strain, flow cytometry, 3 h; 100 means same as DMSO wells; GFP response vs DMSO, % at 10 µM;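 active means GFP response relative to DMSO above a set limit, near the screen mean plus 3 SD, cut at about 150% in these data; inconclusive means Fewer than 70 cells measured for a yeast strain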;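 further: ratio of well median GFP fluorescence to mean of DMSO wells on the plate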
LAP4 TOR yeast: modulators of TOR pathway LAP4-GFP in S. cerevisiae; 320,000 tested, 0.34% active; AID 2023; S. cerevisiae LAP4-GFP multiplex, flow cytometry GFP, 3 h; median GFP as percent of DMSO wells; GFP response vs DMSO, % at 10 µM;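 active means GFP response vs DMSO above a set limit, about the screen mean plus 3 SD, cut at about 150% in these data; inconclusive means under 70 cell events counted for the yeast strain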
* marks the source's active call; other numbers are inactive results; i = inactive; ? = inconclusive; / = not tested or not shown; [ ] = another dose, or the depositor's remark.

RPL19A TOR yeast,GASC-1 inh,VLA-4 inh,AGP1-GFP MLPCN,GRK2 aptamer HTS,MEP2 TOR yeast,CIT2 TOR yeast,LAP4 TOR yeast,smiles
98,1,2,97,2,91,96,92,Cc1ccccc1N1CCN(c2ccc(NC(=O)C3CCCCC3C(=O)O)cc2)CC1 (stereo unspecified)
95,2,0,101,2,95,99,93,COc1ccc(C2(C(=O)NCCc3ccccc3)CCCC2)cc1
99,1,-2,101,0,108,100,104,COc1ccc(-n2nnnc2-c2ccccc2)cc1
96,-4,-10,99,1,102,97,97,CN1CCCN(C(=O)CNC(=O)c2ccc(Cl)cc2Cl)CC1
97,10,-4,96,2,97,92,85,O=C(CN(Cc1ccco1)S(=O)(=O)c1ccccc1)N/N=C/c1cccc(O)c1
97,1,6,97,0,100,87,104,COc1ccc(-c2nnc(-c3ccc(N(C)C)cc3)o2)cc1
103,12,0,105,4,103,95,105,CC(=O)CSc1nsc(SCC(C)=O)c1C#N
98,4,-9,100,0,98,100,97,Cc1ccc2nc3c(cc2c1)CN(Cc1ccco1)C(=NCC1CCCO1)S3 (stereo unspecified)
113,20,9,113,1,111,114,107,O=C1NC(Cc2ccccc2)C(=O)N1Cc1cc([N+](=O)[O-])cc2c1OCOC2 (stereo unspecified)
61[may fluoresce violet],2,3,?,3,188*[may fluoresce violet],?,91[may fluoresce violet],CCC(C)NC(=O)Nc1ccc2c(c1)N(C)C(=O)c1ccccc1S2 (stereo unspecified)
97,-3,3,100,0,99,95,107,O=C(NCC(c1cccs1)N1CCOCC1)c1ccc(Cl)c(S(=O)(=O)N2CCOCC2)c1 (stereo unspecified)
108,-15,-168,106,3,113,105,99,CC(C)C(NC(=O)C12CC3CC(CC(C3)C1)C2)C(=O)N/N=C/C1=C(N2CCOCC2)C(=C\c2ccc([N+](=O)[O-])cc2)/CC1 (stereo unspecified)
98,18,-4,90,0,97,72,107,CCN(C(=O)C1CCCCC1)c1nnc(-c2cccnc2)s1
98,7,2,96,0,90,95,98,CCCC(=O)N1CCN(c2ccc(NC(=S)NC(=O)CC)cc2)CC1
103,-3,-15,105,5,111,97,107,COc1ccc(C2CC(c3ccc(Cl)cc3Cl)n3nc(N)nc3N2)cc1 (stereo unspecified)
89,-17,9,96,2,105,91,98,O=C(COC(=O)C1CC1)Nc1ccc2c(c1)OCO2
91,-8,-6,84,39,90,89,87,Cc1ccc(OCc2ccc(C(=O)NNC(=S)NCC3CCCO3)o2)c([N+](=O)[O-])c1 (stereo unspecified)
?,14,4,?,2,?,?,?,CCCNC(=O)Cn1cnc2sc(C(=O)N3CCN(CCC)CC3)c(C)c2c1=O
94,8,13,108,1,100,107,93,CCCCCN(C(=O)CCC(=O)OCCOc1ccc(OCC)cc1)c1c(N)n(CCCC)c(=O)[nH]c1=O
98,2,9,94,0,95,/,87,c1ccc(C2=Nn3c(nnc3-c3ccccn3)SC2)cc1

Other entries:
RPL19A TOR yeast,GASC-1 inh,VLA-4 inh,AGP1-GFP MLPCN,GRK2 aptamer HTS,MEP2 TOR yeast,CIT2 TOR yeast,LAP4 TOR yeast,smiles
100,15,10,100,4,104,104,104,NC(=O)C1CCN(CC(=O)NC(=O)NC2CCCC2)CC1
98,4,0,96,0,96,93,94,O=C1c2cccnc2C(=O)N1CNc1ccc(Cl)cc1
97,8,4,97,0,102,94,102,CCCC/C(O)=N\S(=O)(=O)c1ccc(N=NN(C)C)cc1
102,13,-12,105,0,96,106,92,Cc1ccc(S(=O)(=O)CCC(=O)NNC(=O)CN(C)S(=O)(=O)c2ccc(C)cc2)cc1
103,-3,-7,107,3,108,96,96,Cc1c(/C=N/NC(=O)CNc2ccccc2)c2ccccn2c1C(=O)c1ccc(Cl)cc1
104,-4,5,100,2,102,99,87,CC(Sc1nnc2ccccn12)C(=O)NCc1ccc2c(c1)OCO2 (stereo unspecified)
100,13,-1,87,0,93,92,79,Oc1ccccc1/C=N/Nc1cc(N2CCCC2)nc(N2CCCC2)n1
104,4,-5,102,2,112,102,92,CCOC(=O)Cc1csc(N/C(=N/S(=O)(=O)c2cc(Br)ccc2OCC)c2ccccc2)n1
96,8,3,96,0,98,95,98,O=C1C2C3C=CC(C3)C2C(=O)N1c1ccc(-c2nc3ccccc3o2)cc1 (stereo unspecified)
100,3,7,100,0,105,106,100,Cn1cc(Cl)c(C(=O)N/N=C/c2ccc3c4c(cccc24)CC3)n1
96,7,10,96,0,96,90,90,CCCCCCC(C)n1[nH]c(=O)c2c(C)cc(=O)[nH]c21 (stereo unspecified)
96,-6,5,102,0,92,97,92,CC1=NN(C(=O)c2ccoc2C)C(O)(C(F)(F)F)C1 (stereo unspecified)
97,i,-5,97,0,102,96,104,Cc1ccnc(SCC(=O)n2c3c(c4ccccc42)CC(C)CC3)n1 (stereo unspecified)
90,5,3,94,1,98,82,101,COc1ccc(NC(=O)N2CCCC(CNS(=O)(=O)c3cccs3)C2)c(C)c1 (stereo unspecified)
102,-15,7,100,1,108,91,96,COc1cccc(C(=O)NC(C)c2cccc3ccccc23)c1OC (stereo unspecified)
105,-5,13,100,0,108,101,96,Cc1cccc(C)c1NC(=O)c1ccc2c(c1)CCN2S(C)(=O)=O
?,6,0,93[may fluoresce red],3,88[may fluoresce red],108[may fluoresce red],84[may fluoresce red],Cc1ccc(C(=O)C2Oc3ccccc3C3CC(c4ccc(C)cc4)=NN23)cc1 (stereo unspecified)
98,-3,-6,97,1,97,100,93,Fc1ccccc1Cn1nnc(-c2ccc3c(c2)OCO3)n1
100,-1,17,101,3,100,92,99,Cc1cc2sc3ccc(C#CC4(O)CCCCC4)cc3c(=O)c2cc1C
101,1,-3,88,88*,94,83,104,NC(=O)[C@@H]1CCCNc2c(I)cc([N+](=O)[O-])cc2C(=O)N[C@@H](CCC(=O)O)C(=O)N[C@@H](CO)C(=O)N1

Single records (already shown). Order of screens: RPL19A TOR yeast	GASC-1 inh	VLA-4 inh	AGP1-GFP MLPCN	GRK2 aptamer HTS	MEP2 TOR yeast	CIT2 TOR yeast	LAP4 TOR yeast
Entry for CCCC/C(O)=N\S(=O)(=O)c1ccc(N=NN(C)C)cc1 : 97	8	4	97	0	102	94	102
Entry for Cc1ccc(OCc2ccc(C(=O)NNC(=S)NCC3CCCO3)o2)c([N+](=O)[O-])c1 (stereo unspecified) : 91	-8	-6	84	39	90	89	87

The list goes on.
RPL19A TOR yeast,GASC-1 inh,VLA-4 inh,AGP1-GFP MLPCN,GRK2 aptamer HTS,MEP2 TOR yeast,CIT2 TOR yeast,LAP4 TOR yeast,smiles
103,5,-1,103,0,109,105,106,CCOC(=O)C1=NN(c2ccccc2C)C2=NC(C)=C(C(=O)OC)C(c3cccs3)N12 (stereo unspecified)
106,7,25,108,7,107,109,115,COc1ccc2cc3c(N)nn(C(=O)Cc4c[nH]c5ccccc45)c3nc2c1
112,4,11,102,8,96,106,77,O=C(O)Cc1ccc(NC(=O)c2ccc3c(c2)C(=O)N(Cc2ccco2)C3=O)cc1
99,17,-8,98,2,101,103,96,Cc1ccc(C(C)NC(=O)Cn2nc(C)c([N+](=O)[O-])c2C)cc1 (stereo unspecified)
100,-2,-16,105,1,100,104,118,CC(CNC(=O)COC(=O)c1cccs1)c1ccccc1 (stereo unspecified)
102,-1,3,85,5,100,99,82,COc1cccc(C(=O)COC(=O)CCCC(=O)NC2CCCCC2)c1
96,3,-4,108,3,97,112,105,CC1=CC(=C(C#N)c2nc3ccccc3s2)C=C(C)N1CC1CCCO1 (stereo unspecified)
100,9,3,99,0,100,92,106,Cc1cc(SC(C)C(=O)Nc2ncc(Cl)cc2Cl)nc2ccccc12 (stereo unspecified)
99,0,9,89,2,100,99,83,Cc1cccc(C(=O)Nc2ccc(NC(=O)c3ccccc3)cc2)c1
91,-4,-1,95,1,96,99,95,CCSc1nc2ccccc2n1C(=O)c1ccc(S(=O)(=O)N2CCCCC2)cc1
92,-5,14,93,2,104,88,93,CSc1cccc(NC(=O)CCCOc2ccc(Cl)cc2Cl)c1
103,2,17,97,0,98,100,106,COc1cccc(OCC(=O)NC2CCCCC2)c1
94,2,-5,76,0,118,93,93,Cc1ccc2[nH]c(=O)c(-c3nc4ccccn4c3NCc3ccco3)cc2c1
106,-1,-13,100,3,98,95,103,COP(=O)(OC)c1nc(-c2cccc3ccccc23)oc1NCCc1ccccc1
112,2,-1,77,7,97,64,95,CN(C(=O)c1c(Cl)nc2sccn12)C1CCCCC1
95,-8,10,99,0,103,98,95,CCc1noc(C)c1C(=O)Nc1ccccc1C(C)(C)C
96,4,2,94,3,93,98,95,COc1ccc(/C=C/C2=CC(C)(C)NC(=S)N2)cc1
107,-1,9,102,1,91,101,94,COC(=O)c1cn(NC(=O)/C=C/c2cc(OC)ccc2OC)c(=O)c2ccccc12
96,4,10,109,3,104,96,128,COc1cccc(/C=N/NC(=O)c2[nH]nc3c2CCc2ccccc2-3)c1
107,4,0,106,0,113,117,94,COc1cc(NC(=O)CSc2nncn2C)c(C)cc1[N+](=O)[O-]

Remaining list, next part
RPL19A TOR yeast,GASC-1 inh,VLA-4 inh,AGP1-GFP MLPCN,GRK2 aptamer HTS,MEP2 TOR yeast,CIT2 TOR yeast,LAP4 TOR yeast,smiles
99,-12,5,97,1,95,94,85,Cc1ccnc(NS(=O)(=O)c2ccc(NS(=O)(=O)c3ccc([N+](=O)[O-])cc3)cc2)n1
93,10,10,98,0,96,93,101,CCN1CCN(c2nc3c(c(=O)[nH]c(=O)n3C)n2CCCc2ccccc2)CC1
103,1,2,100,1,110,114,103,Cc1ccccc1C(=O)NNC(=O)CSc1nnc(-c2ccncc2)n1-c1ccccc1
97,18,15,101,0,106,96,107,OCCc1c[nH]c2ccccc12
102,/,11,104,0,96,95,110,CCOC(=O)c1cc(-c2ccccc2C)nn1CC1CC(c2cccnc2)=NO1 (stereo unspecified)
99,1,19,106,2,100,97,103,Cc1ccc(NNC(=O)c2ccno2)cc1Cl
